Growth percent in the NCI-60 one-dose screen (48 h, 10 µM unless noted): 100 = growth as untreated, 0 = no growth, -100 = all killed.
UACC-257 – UACC-257 melanoma; 78,000 compounds, 4.4% hits
MCF7 – MCF7 breast cancer | AID 1794796 | 82,000 compounds, 6.3% hits
LOX IMVI – LOX IMVI melanoma | 79,000 compounds, 7.4% hits
HS 578T – HS 578T breast cancer; 78,000 compounds, 4.1% hits
MALME-3M – MALME-3M melanoma; 78,000 compounds, 5.8% hits
T-47D – T-47D breast cancer; 79,000 compounds, 5% hits
BT-549 – BT-549 breast cancer; 78,000 compounds, 4.4% hits
UACC-62 – UACC-62 melanoma | 81,000 compounds, 5.4% hits
Starred values were filed as active, the others as inactive; . = not tested or not shown; & = joins results of further samples; [ ] = remark or other dose. How the source made its calls: active means growth percent below 10; inactive means the rest.

Structure	BT-549	UACC-257	HS 578T	UACC-62	T-47D	LOX IMVI	MCF7	MALME-3M
COc1cc(Cl)cc(-c2nn(C(=O)NCCN3CCOCC3)cc2-c2ccncc2)c1	115	82	97	52	57	63	28	70
CN(C)c1ccc(C2(c3ccc(N(C)C)cc3)OC(=O)c3cc(N(C)C)ccc32)cc1	102&72	100&95	101&86	78&91	73&71	95&89	83&79	104&93
CCCCCCCC/C=C\CCCCCCCC(=O)OCCCC	108	103	108	110	101	99	98	102
COc1ccc(CN2CCc3c([nH]c(=O)[nH]c3=O)C2)c(OC)c1	101[100 µM]	102[100 µM]	95[100 µM]	87[100 µM]	88[100 µM]	97[100 µM]	102[100 µM]	110[100 µM]
CSc1ncc(Br)c(Nc2ccccc2Cl)n1	112	102	99	86	75	99	104	127
CC(=O)Nc1cccc(Nc2c(C#N)cnc3ccc(NC(N)=O)cc23)c1	88	92	75	92	100	114	93	104
COc1ccc(-c2nc3ccc(C(=O)N=Nc4c(O)[nH]c5ccc(OC)cc45)cc3[nH]2)cc1	154	106	103	112	105	109	87	100
NC(Cc1ccc(O)c(O)c1)C(=O)O (stereo unspecified)	101	105	99	104	95	98	92	98
CC1=C(CN(CC(=O)O)CC(=O)O)C(=O)C(C(C)C)=C/C1=C(\c1ccccc1S(=O)(=O)O)c1cc(C(C)C)c(O)c(CN(CC(=O)O)CC(=O)O)c1C	104	104	116	102	103	103	96	84
COc1cc(Nc2nc(O)c(/C=C3\C=Nc4ccccc43)s2)cc(OC)c1OC	-41*	4.5*	-20*	-66*	2.5*	-61*	-24*	-30*
S=C(Nc1ccccc1)N(/N=C/C=C/c1ccccc1)c1nnc(-c2ccccc2)c(-c2ccccc2)n1	92	90	93	95	90	98	95	102
Cc1nc2ccccc2c2c1C(=O)OC(c1ccccc1)C2 (stereo unspecified)	93	101	96	90	.	89	47	104
CCCc1cccc(-c2ccccc2)c1O	107	87	133	113	104	95	103	98
N#C/C(=C\c1ccc(Cl)o1)c1cc2ccccc2[nH]1	92	105	94	70	48	89	64	106
O=C(CCCCCCSc1nc(-c2ccc(Cl)cc2)cc(-c2ccc(Cl)cc2)n1)NO	.	32	70	16	13	2.2*	14	15
COc1cc(NC(=O)CC(C)=O)c(OC)cc1Cl	105	100	79	93	97	97	80	116
NC(=O)C(N)C(N)=O	105	97	131	105	95	99	101	107
CC(C)(C#CC(C)(C)OC(=O)Nc1ccccc1)OC(=O)Nc1ccccc1	114	107	125	101	97	99	101	99
COc1ccc(Nc2nc3ccc(NS(=O)(=O)c4ccc(C)cc4)cc3[nH]c2=O)cc1	108	89	106	100	99	101	101	111
C[C@]12CC[C@@H]3c4ccc(O)c([N+](=O)[O-])c4CC[C@H]3[C@@H]1CC[C@@H]2O	99	109	98	88	104	97	118	101
O=C(NS(=O)(=O)c1ccc2ccccc2c1)n1cc(-c2ccncc2)c(-c2ccc(Cl)c(O)c2)n1	100	32	72	16	79	50	114	17
O=C(O)c1cc([N+](=O)[O-])ccc1Br	92	102	106	92	101	95	96	102
COc1ccc(C2NC(=O)NC(/C=C/c3ccc(O)c(OC)c3)=C2C(=O)/C=C/c2ccc(O)c(OC)c2)cc1 (stereo unspecified)	91	95	73	86	83	89	79	113
O=C(Cn1c2ccccc2c2ccncc21)N/N=C\c1ccc2ccccc2c1	53	60	38	7.5*	35	19	12	3.5*
CC(C)(C)C(=O)C[n+]1cccc2c3ccccc3ccc21	85	78	89	79	71	79	65	79
CC(C)(C)[Si](C)(C)OCC1OC(n2cnc3c(N)ncnc32)CC1O (stereo unspecified)	102	104	98	92	104	98	98	.
COc1ccc(C(=O)c2cc(C(=O)/C=C/c3ccc(N(C)C)cc3)c3cc(C)ccn23)cc1	121	108	98	92	82	89	91	108
O=C(C[P+](c1ccccc1)(c1ccccc1)c1ccccc1)c1ccccc1	.	101	97	80	90	71	91	110
Cc1c(Cl)ccc2c1-n1cccc1C(C)C2 (stereo unspecified)	103	105	.	110	104	114	105	112
COc1ccc(C(=O)c2c[nH]c(C(=O)O)c2-c2ccc(OC)cc2)cc1	106	104	102	98	93	105	89	101

Whole records from above.
Results for `Cc1c(Cl)ccc2c1-n1cccc1C(C)C2` (stereo unspecified) = BT-549: 103; UACC-257: 105; HS 578T: .; UACC-62: 110; T-47D: 104; LOX IMVI: 114; MCF7: 105; MALME-3M: 112
Results for `COc1cc(NC(=O)CC(C)=O)c(OC)cc1Cl` = BT-549: 105; UACC-257: 100; HS 578T: 79; UACC-62: 93; T-47D: 97; LOX IMVI: 97; MCF7: 80; MALME-3M: 116

Further compounds follow:
Structure	BT-549	UACC-257	HS 578T	UACC-62	T-47D	LOX IMVI	MCF7	MALME-3M
O=C1c2ccccc2C(=O)N1/N=C/c1cc(Cl)cc(Cl)c1O	112	100	104	105	101	101	96	109
CCN1CCN(c2ncnc3cc(OC)c(OC)cc23)CC1	114	92	101	110	92	99	104	103
C#CC(C)(O)c1ccccc1 (stereo unspecified)	106	100	117	102	110	114	94	123
C/C=C/C(=O)OCCc1ccccc1	120	114	90	100	111	102	106	116
CC12CC[C@@H]3[C@]4(C)COC(c5cccc(Cl)c5)O[C@@H]4CC[C@@]3(C)[C@@H]1CC(C1=CCOC1=O)O2 (stereo partly specified)	53	78	91	63	47	85	60	77
ClC1=NC2NN=C(c3cccc(Cl)c3)N2c2nc[nH]c21 (stereo unspecified)	101	.	90	93	87	100	90	95
COc1ccc(C(=O)C/C(=C\c2ccc(O)c(OC)c2)C(=O)NN)cc1	64	82	101	76	67	82	48	93
COc1cc(N=Nc2ccccc2OC)ccc1N	66	109	103	105	.	95	58	105
CCCCCN(CCCCC)CCCNc1c2c(nc3ccc(Cl)cc13)CCCC2	36	13	72	51	38	14	36	36
O=C(Oc1c(Cl)c(Cl)c(Cl)c(Cl)c1Cl)Oc1c(Cl)c(Cl)c(Cl)c(Cl)c1Cl	.	100	99	.	.	105	94	86
CCn1cc(C(=O)O)c(=O)c2cc(F)c(N3CCN(C(C)C(=O)Nc4ccc(/C(C)=N\O)cc4)CC3)cc21 (stereo unspecified)	113	95	99	96	90	90	95	104
CCCCCOC(=O)N1CCCCC1	101	93	104	110	94	106	99	97
O=c1oc2ccc(Br)cc2cc1-c1csc(-n2ccc(-c3cc4cc(Br)ccc4oc3=O)n2)n1	91	105	84	95	98	102	89	103
O=C(O)c1sccc1O	70	85	66	56	54	80	15[100 µM]	103
Cc1ccc(N2CCC(=O)NC2=S)cc1	111	108	105	98	104	101	99	108

Laid out differently: 2 of the compounds above.
Order of results – BT-549	UACC-257	HS 578T	UACC-62	T-47D	LOX IMVI	MCF7	MALME-3M
COc1cc(N=Nc2ccccc2OC)ccc1N
  66	109	103	105	.	95	58	105
CCCCCN(CCCCC)CCCNc1c2c(nc3ccc(Cl)cc13)CCCC2
  36	13	72	51	38	14	36	36

Additional results:
Structure	BT-549	UACC-257	HS 578T	UACC-62	T-47D	LOX IMVI	MCF7	MALME-3M
CN(C)c1ccc(-c2n[nH]c(Cn3nnnc3-c3ccccc3)n2)cc1	102	108	.	95	100	102	95	111
COc1ccc(-n2nc(C)c3c(Nc4ccc(NC(=O)Nc5cc(C(F)(F)F)ccc5F)cc4)ncnc32)cc1	65	45	28	20	12	-90*	34	39
CCc1cc2c(c3c1C(=O)CC3)C(C)(C)CCC2	71	81	103	92	86	94	86	97
Cn1c(O)c(C=Nc2ccc(S(N)(=O)=O)cc2)c2ccccc21	.	117	117	122	117	103	87	115
CCCCC(CC)CN(CC)CC (stereo unspecified)	.	84	110	107	100	103	103	122
COc1cc(/C=N\N=C\c2cc(OC)c(OC)c(OC)c2)cc(OC)c1OC	98	102	92	97	98	102	101	94
COc1ccc(-c2cc(=O)oc3cc(O)ccc23)cc1	96	108	96	96	96	94	97	103
Clc1ccc(Nc2n[nH]c(-c3ccccc3)n2)c(Cl)c1	84	82	53	63	68	80	43	82
Cc1cc(Cl)ccc1Nc1nc(C(F)(F)F)ccc1C(=O)N/N=C/c1ccc(N(C)C)cc1	35	30	39	9.5*	37	27	10	22
CC(C)c1cc(C(C)C)c(S(=O)(=O)n2ccc3nc(Cl)nc(Cl)c32)c(C(C)C)c1	100	105	104	101	104	97	99	103
COc1cccc(-c2c(C#N)c(-c3ccc(Cl)cc3)nc3n[nH]c(-c4ccc(Cl)cc4)c23)c1	44	54	.	61	9.7*	.	36	60
COc1ccc(Oc2nc(Nc3ccc(N4CCOCC4)cc3)ncc2NC(=O)Nc2cc(OC)cc(OC)c2)cc1	12	36	36	-8.6*	49	24	42	7.8*
c1ccc(CSc2ncccc2-c2nnc(NCCN3CCOCC3)s2)cc1	91	107	107	96	48	88	66	103
O=C(O)C1CSC(c2ccccc2)N1 (stereo unspecified)	104	106	88	93	101	102	91	99
O=c1[nH]c(=O)c2[nH]c(=S)n(-c3ccccc3)c2[nH]1	98	108	117	94	102	105	101	.

An excerpt from above, limited to UACC-257.
structure,UACC-257
CCCCC(CC)CN(CC)CC (stereo unspecified),84
COc1cc(/C=N\N=C\c2cc(OC)c(OC)c(OC)c2)cc(OC)c1OC,102

Continued:
Structure	BT-549	UACC-257	HS 578T	UACC-62	T-47D	LOX IMVI	MCF7	MALME-3M
CC(=O)OCC1OC(OC(C)=O)C(Cn2cc(COc3ccc4c(c3)NC(=O)CC4)nn2)C(OC(C)=O)C1OC(C)=O (stereo unspecified)	114	111	104	97	91	81	83	105
O=C(Nc1ccc(I)cc1F)c1cc(F)ccc1O	.	-17*	-3.3*	-22*	-12*	0.3*	0.1*	-31*
O=C(CNc1nc(-c2ccccc2)cs1)Nc1ccc(Br)cc1	-61*	-74*	17	-84*	-51*	-99*	-82*	-82*
C=CCC(CC)(C(=O)Nc1ccc2nc(C)cc(N)c2c1)C(=O)Nc1ccc2nc(C)cc(N)c2c1	96	107	99	103	105	102	96	106

Entries from the list above that contain fluorine:
Structure	BT-549	UACC-257	HS 578T	UACC-62	T-47D	LOX IMVI	MCF7	MALME-3M
CCn1cc(C(=O)O)c(=O)c2cc(F)c(N3CCN(C(C)C(=O)Nc4ccc(/C(C)=N\O)cc4)CC3)cc21 (stereo unspecified)	113	95	99	96	90	90	95	104
COc1ccc(-n2nc(C)c3c(Nc4ccc(NC(=O)Nc5cc(C(F)(F)F)ccc5F)cc4)ncnc32)cc1	65	45	28	20	12	-90*	34	39
Cc1cc(Cl)ccc1Nc1nc(C(F)(F)F)ccc1C(=O)N/N=C/c1ccc(N(C)C)cc1	35	30	39	9.5*	37	27	10	22
O=C(Nc1ccc(I)cc1F)c1cc(F)ccc1O	.	-17*	-3.3*	-22*	-12*	0.3*	0.1*	-31*
